Bioassay records: PubChem BioAssay, several laboratories
DUSP3 inh: inhibitors of human VHR1 phosphatase (DUSP3); recombinant VHR phosphatase, pNPP absorbance; inhibition, % at 13.3 µM; AID 1654; 0.52% of 290,000 active; in the data active means inhibition above about 50%; further: some compounds called inactive have numbers as strong as hits
Target sequence (P51452 whole entry, looked up): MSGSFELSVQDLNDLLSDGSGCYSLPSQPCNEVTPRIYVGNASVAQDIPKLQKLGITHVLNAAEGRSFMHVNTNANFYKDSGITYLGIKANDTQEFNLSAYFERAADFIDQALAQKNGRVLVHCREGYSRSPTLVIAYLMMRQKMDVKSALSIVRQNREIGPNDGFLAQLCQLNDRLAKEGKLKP
MazEF act: MazEF (E. coli) toxin RNase activation | 0.32% of 350,000 active | FAM/BHQ RNA-DNA oligo cleavage fluorescence, 5 h | activation, % at 20 µM; in the data active means activation above about 50%
Target sequence (P0AE70 whole entry, looked up): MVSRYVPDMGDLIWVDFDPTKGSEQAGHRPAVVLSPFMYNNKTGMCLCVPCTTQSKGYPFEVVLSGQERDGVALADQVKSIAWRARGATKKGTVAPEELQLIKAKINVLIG
PfHsp40 yeast: rescue of PfHsp40-mediated yeast toxicity. S. cerevisiae expressing PfHsp40, growth rescue, ATP luminescence. growth rescue, % at 12.5 µM. 0.68% of 340,000 active; in the data active means growth rescue above about 28%, passing the limit was not always enough;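 further: yeast W303a lacking pdr1 and pdr3 grown in galactose medium; growth measured after three days at 30 °C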
BH1578 lux ind: quorum light induction in luxS cqsA deficient V. cholerae; V. cholerae BH1578 lux reporter, luminescence, 6 h; 0.16% of 350,000 active; activation, % at 18.7 µM; AID 588436; in the data active means activation mostly above about 9.7%, no sharp cut-off; further: not every result past the cut was called active; inactives centre near 0; reference of the scale not given here
SSB-PriA inh: K. pneumoniae PriA-SSBct interaction inhibition. 0.6% of 430,000 active. AlphaScreen SSBct-PriA binding, biotinylated peptide. inhibition, % at 33 µM; in the data active means inhibition mostly above about 37%, no sharp cut-off; inactive means mostly below about 20%;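 further: plate controls were negative control peptide for no effect and reference peptide for full effect; strong numbers were not always called active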
Anthrax LF inh2: anthrax lethal factor protease inhibition. P15917. multiplex microsphere protease cleavage assay, LF. inhibition, % at 10 µM. 0.12% of 360,000 active; in the data active means inhibition above about 30%; further: plate controls were buffer without enzyme for full effect and enzyme alone for no effect
SARS 3CLpro inh: SARS-CoV 3CLpro protease inhibition. 0.14% of 290,000 active. inhibition, % at 6 µM. recombinant SARS-CoV 3CLpro, quenched FRET peptide cleavage; in the data active means inhibition above about 12%
TcdB GH inh: inhibitors of Clostridioides difficile toxin B glycohydrolase | P18177 | TcdB glycohydrolase enzymatic assay, plate reader | inhibition, % at 9.99 µM | 0.24% of 350,000 active | AID 652162; in the data active means inhibition above about 10%
Yp Topo-I inh: blocks Yersinia pestis topoisomerase I activity; activity, % at 10 µM; Y. pestis Topo-I cleavage product accumulation, plate reader; AID 504884; 0.064% of 360,000 active; in the data active means activity above about 50%, passing the limit was not always enough; further: inactives centre near 2
Rv3671c inh: Rv3671c (M. tuberculosis) protease inhibition. P9WHR9. inhibition, % at 5.96 µM. 0.048% of 320,000 active; in the data active means inhibition above about 38%;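 further: extracellular domain of Rv3671c used as enzyme; 0% = enzyme with DMSO and 100% = no enzyme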
Target sequence (P9WHR9 whole entry, looked up, the tested form may be a part): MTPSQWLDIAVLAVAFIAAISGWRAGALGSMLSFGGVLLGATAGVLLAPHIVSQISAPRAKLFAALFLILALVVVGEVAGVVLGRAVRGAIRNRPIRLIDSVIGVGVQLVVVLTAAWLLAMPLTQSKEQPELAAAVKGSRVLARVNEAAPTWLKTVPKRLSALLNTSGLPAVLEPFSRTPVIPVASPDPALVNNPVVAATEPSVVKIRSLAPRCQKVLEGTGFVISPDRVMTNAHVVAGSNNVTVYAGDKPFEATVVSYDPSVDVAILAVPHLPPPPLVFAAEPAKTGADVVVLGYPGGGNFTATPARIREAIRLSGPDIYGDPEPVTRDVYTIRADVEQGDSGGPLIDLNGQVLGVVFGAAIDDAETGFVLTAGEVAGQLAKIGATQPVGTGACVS
Active calls of the source: *; i = inactive; . = no result given.

Results follow in this order: Yp Topo-I inh	SARS 3CLpro inh	BH1578 lux ind	PfHsp40 yeast	Anthrax LF inh2	Rv3671c inh	MazEF act	DUSP3 inh	TcdB GH inh	SSB-PriA inh
CC(=O)c1ccc(OCC(C)C)c(Cc2c(O)nc(N)[nH]c2=O)c1
  -6	6	i	0.6	1	4	-12	21	1.2	-9
CCOc1ccc(CCNC(=O)Cc2ccc(NC3=NC4CS(=O)(=O)CC4S3)cc2)cc1 (stereo not given)
  8	0	i	-0.1	-1	-3	-1	9	0.6	-8
CCCC[n+]1ccc(-c2nc3ccc([N+](=O)[O-])cc3[nH]2)cc1
  -16	-1	i	-1.6	0	1	1	0	.	1
CSc1nc(N)nc(N(C)C)n1
  8	-3	-0.6	0.7	-3	0	11	18	0.2	-9
CCC(=O)N1N=C(c2ccc(NS(C)(=O)=O)cc2)CC1c1ccc(N(C)C)cc1 (stereo not given)
  -11	3	i	0.0	-4	-12	-4	41	-0.2	19
COc1ccc(S(=O)(=O)N2CCC(C(=O)N3CCCC3)CC2)cc1C
  10	0	i	-1.7	-2	1	0	-11	0.5	-11
O=C(CC1C[C@H](C(=O)N2CCCCC2)[C@@]2(CCc3ccccc3)c3[nH]c4ccccc4c3CCN2C1=O)NCc1ccco1 (stereo not given in full)
  -5	.	2.0	0.7	-7	-1	-2	.	2.7	0
O=C(N/N=C/c1ccc(O)cc1O)c1ccc(CN2C(=O)c3cccc4cccc2c34)cc1
  -10	3	-3.2	16	4	-113	26	1	-1.1	.
COc1ccccc1N1CCN(c2cc(=O)n(-c3ccc(Cl)cc3)c(=O)[nH]2)CC1
  -3	-2	-0.2	-1.3	1	8	-3	13	1.4	-9
CC(CCC(=O)O)C1CCC2C3CCC4CC(O)CCC4(C)C3CC(O)C12C (stereo not given)
  26	.	-0.3	.	-4	.	.	.	-0.6	.
Cc1c(CCC(=O)N2CCC(C(=O)O)CC2)c(=O)oc2cc3oc4c(c3cc12)CCCC4
  22	5	0.6	0.4	3	-7	10	16	0.5	-16
O=C(COc1ccc2c(c1)OCO2)NC12CC3CC(CC(C3)C1)C2
  14	-2	i	6.2	-3	0	-1	10	.	15
O=S(=O)(c1ccc(F)cc1F)N1CCN(CCO)CC1
  -5	.	-1.9	-0.7	2	.	7	.	0.8	-5
COC(=O)NCCOC(=O)N(O)c1ccc(Br)cc1
  -1	2	i	-0.9	2	-2	2	10	-17	-15
CCOc1cc(/C=N/n2cnnc2)c(Br)cc1O
  1	5	i	1.0	6	5	5	44	.	.
Cc1nc2ccc(NC(=O)N3CCCCC3)cc2s1
  0	-1	-0.4	0.9	1	0	1	6	.	4
Cc1ccc(/C=C/C(=O)N2CCN(c3ncccn3)CC2)o1
  1	3	-0.2	-0.3	-2	1	2	4	.	-15
O=C(c1ccc(COc2ccc(F)cc2)o1)n1cc(Br)cn1
  -6	6	i	1.1	-11	-3	-8	-14	.	-9
COc1ccc(OCC(=O)Nc2ccc(OC)c(S(=O)(=O)N3CCCCC3)c2)cc1
  28	.	i	0.4	-2	11	3	.	1.4	-9
O=C(Nc1ccccc1)c1ccc2nc(-c3ccco3)c(-c3ccco3)nc2c1
  -12	5	-0.8	1.5	19	-4	9	-21	.	32
CC(C)NCc1cccc([N+](=O)[O-])c1
  6	4	-0.2	3.2	0	4	-6	-1	0.7	-5
CN(C)S(=O)(=O)c1ccc(NC(=O)CSc2n[nH]c(=O)n2C2CC2)cc1
  -1	-1	i	7.0	1	4	7	14	2.7	-17
COC(=O)C1=C[C@@H](C(=O)OC)[C@@H]2C3=C(C(=O)C2(C)C)[C@H](C)n2c(=O)n(-c4ccccc4)c(=O)n2[C@@H]3C1
  7	.	i	17	-1	0	3	.	2.2	6
O=C(Nc1cccc(-c2cccc(Cl)c2)c1)C1CCN(Cc2nccs2)CC1
  13	.	-0.8	.	-2	.	8	.	0.4	.
CCOc1ccc(CCNS(=O)(=O)c2c(C)nc3scc(C)n3c2=O)cc1OCC
  -7	2	-0.1	-0.1	-11	-1	-6	0	-0.4	-26
Cc1ccc(-c2nn(CCC#N)cc2C=C(C#N)C#N)cc1
  -3	2	1.1	-2.5	-5	0	3	13	1.0	-12
O=C(CN1C(=O)NC2(CCCC2)C1=O)N1CCN(c2ccccc2O)CC1
  5	.	i	-0.7	0	-9	0	.	-2.9	-7
CN1C(=O)C(C(=O)Nc2ccccc2F)c2ccccc21 (stereo not given)
  6	0	-0.2	-0.7	-4	-5	8	2	0.8	7
O=C(OCC(O)CN1CCCCC1)C12CC3CC(CC(C3)C1)C2 (stereo not given)
  2	-1	i	-0.9	0	0	-1	-13	.	-11
Cc1cccc(Oc2ccccc2NC(=O)C2=COCCO2)c1
  19	.	5.0	0.5	-3	6	-3	.	1.0	-10

More structures
Results follow in this order: Yp Topo-I inh	SARS 3CLpro inh	BH1578 lux ind	PfHsp40 yeast	Anthrax LF inh2	Rv3671c inh	MazEF act	DUSP3 inh	TcdB GH inh	SSB-PriA inh
CCOC(=O)CSc1nc2ccccc2c(=O)n1-c1ccc(C(=O)NCCOC)cc1
  -4	2	-14	-0.2	-4	5	-6	-8	.	-18
CC(O)(c1ccc(F)c(F)c1)c1nc(/C=C/c2ccc(C(F)(F)F)cc2)cs1 (stereo not given)
  -21	.	i	.	-1	.	.	.	0.5	.
COc1ccc(-c2nc(CS(=O)CC(=O)NCc3ccccn3)c(C)o2)cc1 (stereo not given)
  2	-1	-0.4	-1.0	-4	32	-42	8	.	-12
COc1ccc(C2C(C(C)=O)=C(O)C(=O)N2c2ccc(F)cc2)cc1 (stereo not given)
  0	-4	-0.8	-0.6	.	-2	3	0	2.2	3
O=C(OCC(=O)c1ccc(Cl)cc1Cl)c1cnccn1
  4	1	-0.3	-0.9	0	2	3	20	0.5	2
COc1ccc(N=Cc2c(O)n(-c3ccc(C)cc3)c(=O)[nH]c2=O)cc1
  7	-4	i	0.6	-2	-7	2	11	1.0	5
CCOC(=O)C1CCCN(c2c(NCCCN(CC)c3cccc(C)c3)c(=O)c2=O)C1 (stereo not given)
  23	0	-0.4	1.2	-2	10	3	18	.	13
COc1ccc2cc(C(=O)Nc3ccccc3)sc(=O)c2c1OC
  -1	3	-0.1	-1.5	-2	8	16	6	0.5	1
COC(=O)c1cccc(-n2sc3ccccc3c2=O)c1
  -11	.	8.3	119*	-5	-5	-9	.	-2.4	12
O=C1Cc2cc(S(=O)(=O)Nc3cccc([N+](=O)[O-])c3)cc3c2N1CCC3
  3	-1	-0.5	0.0	1	-31	7	40	0.8	4
O=C(NCC1CCCO1)c1csc2c1CCCC2 (stereo not given)
  -1	0	5.0	0.2	-2	-3	7	25	1.1	-12
O=C(CCc1nc2ccccc2c(=O)[nH]1)N1CCN(C/C=C/c2ccccc2)CC1
  1	-2	-0.3	-0.4	0	-1	5	7	.	-7
Cc1cc(Br)c(NC(=O)COC(=O)CSc2nnc(-c3ccc(Cl)cc3)o2)c(Br)c1
  1	0	-0.5	-2.6	1	3	4	8	.	3
CNc1ccc(OC(F)F)cc1C(=O)c1ccccc1
  8	4	i	-0.8	0	0	0	21	.	26
CC1C(=O)N(Cc2cn(Cc3ccco3)nn2)CCS(=O)(=O)N1Cc1ccc(-c2ccccc2)cc1 (stereo not given)
  30	.	i	.	4	.	8	.	0.6	.
CC(C)c1ccccc1OCC(=O)Nc1ccccc1C(=O)N1CCOCC1
  12	1	i	5.6	0	11	6	4	1.9	-10
CC(OC(=O)CSc1ccc([N+](=O)[O-])cc1)C(=O)NCc1ccccc1 (stereo not given)
  -12	.	i	-0.2	-2	-10	1	.	.	3
COC(=O)c1ccccc1C(=O)N1CCOCCN(C(=O)c2ccccc2C(=O)OC)CCOCC1
  2	-11	-0.6	-1.8	-2	11	10	10	.	-9
CC(=O)Nc1ccc(NC(=O)/C(=C/c2ccco2)NC(=O)c2ccccc2)cc1
  -5	-2	-0.6	0.1	6	3	0	23	0.2	-19
Cc1ccc(NC(=O)c2ccc3ccccc3n2)nc1
  -4	1	-0.2	14	-3	-2	2	-11	.	-23
O=C(CN(CC1CCCO1)C(=O)CNS(=O)(=O)c1ccc(F)cc1)NCc1ccccc1 (stereo not given)
  -8	-3	-0.5	-1.4	1	-2	5	-2	1.7	-4
COc1ccc([N+](=O)[O-])cc1NC(=O)CCCOc1ccccc1
  -2	3	-0.6	-1.6	-1	3	2	5	.	-29
Cc1ccc(OCC(=O)c2cc(C)n(C3CC3)c2C)c([N+](=O)[O-])n1
  -7	4	-0.2	-0.6	-3	-20	3	18	.	12
COc1ccc(CC(=O)c2ccc(OC)c(OC)c2)cc1
  0	-1	0.9	-1.1	1	-5	2	32	0.3	-10
COc1ccc(C)cc1NC(=O)CSc1nc(SC)ns1
  2	2	-0.4	-0.7	0	-5	-2	16	.	12
CCOc1ccccc1NC(=O)c1ccccc1NC(=O)c1ccco1
  15	9	i	-1.2	2	-3	12	-19	-4.2	-7
Cc1[nH]c(=O)[nH]c(=O)c1S(=O)(=O)Nc1cccc(C(F)(F)F)c1
  6	0	i	-0.5	0	.	2	22	1.9	-17
Cc1cc(OCC(=O)NCCN2CCOCC2)cc(C)c1Cl
  0	-4	-0.5	-1.7	-1	1	3	0	0.0	9
COCc1cc(=O)[nH]c(SCC(=O)Nc2ccccc2)n1
  13	-6	i	-1.6	-4	8	3	21	.	-1
O=C(COC(=O)c1ccccc1Cl)NCc1ccco1
  5	.	-6.2	-1.0	-4	-4	3	.	0.4	1

Entries of single compounds, quoted from the list:
CCOc1ccc(CCNS(=O)(=O)c2c(C)nc3scc(C)n3c2=O)cc1OCC is entered as Yp Topo-I inh = -7; SARS 3CLpro inh = 2; BH1578 lux ind = -0.1; PfHsp40 yeast = -0.1; Anthrax LF inh2 = -11; Rv3671c inh = -1; MazEF act = -6; DUSP3 inh = 0; TcdB GH inh = -0.4; SSB-PriA inh = -26
Cc1nc2ccc(NC(=O)N3CCCCC3)cc2s1 is entered as Yp Topo-I inh = 0; SARS 3CLpro inh = -1; BH1578 lux ind = -0.4; PfHsp40 yeast = 0.9; Anthrax LF inh2 = 1; Rv3671c inh = 0; MazEF act = 1; DUSP3 inh = 6; TcdB GH inh = .; SSB-PriA inh = 4

Additional records
Results follow in this order: Yp Topo-I inh	SARS 3CLpro inh	BH1578 lux ind	PfHsp40 yeast	Anthrax LF inh2	Rv3671c inh	MazEF act	DUSP3 inh	TcdB GH inh	SSB-PriA inh
CCOc1cccc(OCCOc2ccccc2[N+](=O)[O-])c1
  17	1	-1.0	0.4	-5	-12	-1	16	.	-46
Cn1c(Cc2ccccc2)nnc1SCc1ccc(C(=O)O)cc1
  -11	0	0.4	-1.0	-2	-15	-3	-20	.	-2
O=C(c1cc(=O)[nH]c2ccccc12)N1CCN(S(=O)(=O)c2ccc3ccccc3c2)CC1
  35	3	-0.2	0.6	-2	10	7	23	.	21
CC(=O)Nc1ccc(NC(=O)[C@@H]2CCCC[C@@H]2C(=O)O)cc1
  9	-4	-0.4	0.8	-1	-4	4	11	2.0	-8
Cc1ccc(NC(=O)c2cc(NC(=O)C3CC=CCC3C(=O)O)ccc2N2CCOCC2)cc1Cl (stereo not given)
  17	6	-0.3	0.4	-19	-1	8	10	.	-1
COc1ccc(C(C#N)(CCC#N)CCC#N)cc1OC
  -3	5	-0.3	-0.4	0	5	-2	10	.	-1
Cc1ccc(S(=O)(=O)NCC(=O)N2CCN(S(=O)(=O)c3ccc(Cl)cc3)CC2)cc1C
  39	.	-2.3	0.3	-2	8	2	.	-0.1	-6
COC(C[C@H]1O[C@H]1C(=O)COCc1ccccc1)OC
  6	.	-0.5	-0.9	4	.	1	15	-7.2	-5
CC(C)c1ccc(NC(=O)CSc2nc3ncccc3[nH]2)cc1
  -13	-2	-1.7	-0.2	-2	-1	3	-17	1.0	-16
COc1ccc(/C=C/C(=O)OCc2cc(=O)n3c(n2)sc2ccccc23)cc1
  -6	3	-3.1	-1.2	-8	-8	-13	9	.	-13
Cc1cc(C)cc(N=c2c([N+](=O)[O-])nn(-c3ccc4c(c3)OCCO4)n2O)c1
  1	1	-0.1	0.1	0	-2	3	41	1.6	-3

Not all compounds are listed; rates above refer to the full screens.
